KKLEB tox: reduces viability of KKLEB cystic fibrosis airway cells | KKLEB CF airway cells viability, ATPlite luminescence, overnight; active compounds read low; cells stimulated with P. aeruginosa culture filtrate | activity change (cytotoxicity), % at 5 µM | 360,000 compounds, 0.36% hits;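 active = corrected activity change at or below -50% at 5 µM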
TWEAK Fn14 block: TWEAK-Fn14 signaling inhibition. 360,000 compounds, 2% hits. inhibition, % at 10 µM. TWEAK-stimulated Fn14 reporter cells, luciferase luminescence, 8 h; in the data active = inhibition above about 50%
NCOA3 inh: inhibits human SRC3 coactivator | HEK293 GAL4-SRC3 luciferase reporter, luminescence | inhibition, % at 3.6 µM | Q9Y6Q9 | 360,000 compounds, 0.17% hits;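 active = inhibition above a per-campaign cutoff, the mean of all compounds plus 3 SD, cut at about 60% in these data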;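 also: 0% = DMSO-treated cells and 100% = gossypol-treated cells at 36 µM; higher means less SRC3-driven luciferase light from the GAL4 reporter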
Target sequence (Q9Y6Q9 whole entry, looked up, the tested form may be a part): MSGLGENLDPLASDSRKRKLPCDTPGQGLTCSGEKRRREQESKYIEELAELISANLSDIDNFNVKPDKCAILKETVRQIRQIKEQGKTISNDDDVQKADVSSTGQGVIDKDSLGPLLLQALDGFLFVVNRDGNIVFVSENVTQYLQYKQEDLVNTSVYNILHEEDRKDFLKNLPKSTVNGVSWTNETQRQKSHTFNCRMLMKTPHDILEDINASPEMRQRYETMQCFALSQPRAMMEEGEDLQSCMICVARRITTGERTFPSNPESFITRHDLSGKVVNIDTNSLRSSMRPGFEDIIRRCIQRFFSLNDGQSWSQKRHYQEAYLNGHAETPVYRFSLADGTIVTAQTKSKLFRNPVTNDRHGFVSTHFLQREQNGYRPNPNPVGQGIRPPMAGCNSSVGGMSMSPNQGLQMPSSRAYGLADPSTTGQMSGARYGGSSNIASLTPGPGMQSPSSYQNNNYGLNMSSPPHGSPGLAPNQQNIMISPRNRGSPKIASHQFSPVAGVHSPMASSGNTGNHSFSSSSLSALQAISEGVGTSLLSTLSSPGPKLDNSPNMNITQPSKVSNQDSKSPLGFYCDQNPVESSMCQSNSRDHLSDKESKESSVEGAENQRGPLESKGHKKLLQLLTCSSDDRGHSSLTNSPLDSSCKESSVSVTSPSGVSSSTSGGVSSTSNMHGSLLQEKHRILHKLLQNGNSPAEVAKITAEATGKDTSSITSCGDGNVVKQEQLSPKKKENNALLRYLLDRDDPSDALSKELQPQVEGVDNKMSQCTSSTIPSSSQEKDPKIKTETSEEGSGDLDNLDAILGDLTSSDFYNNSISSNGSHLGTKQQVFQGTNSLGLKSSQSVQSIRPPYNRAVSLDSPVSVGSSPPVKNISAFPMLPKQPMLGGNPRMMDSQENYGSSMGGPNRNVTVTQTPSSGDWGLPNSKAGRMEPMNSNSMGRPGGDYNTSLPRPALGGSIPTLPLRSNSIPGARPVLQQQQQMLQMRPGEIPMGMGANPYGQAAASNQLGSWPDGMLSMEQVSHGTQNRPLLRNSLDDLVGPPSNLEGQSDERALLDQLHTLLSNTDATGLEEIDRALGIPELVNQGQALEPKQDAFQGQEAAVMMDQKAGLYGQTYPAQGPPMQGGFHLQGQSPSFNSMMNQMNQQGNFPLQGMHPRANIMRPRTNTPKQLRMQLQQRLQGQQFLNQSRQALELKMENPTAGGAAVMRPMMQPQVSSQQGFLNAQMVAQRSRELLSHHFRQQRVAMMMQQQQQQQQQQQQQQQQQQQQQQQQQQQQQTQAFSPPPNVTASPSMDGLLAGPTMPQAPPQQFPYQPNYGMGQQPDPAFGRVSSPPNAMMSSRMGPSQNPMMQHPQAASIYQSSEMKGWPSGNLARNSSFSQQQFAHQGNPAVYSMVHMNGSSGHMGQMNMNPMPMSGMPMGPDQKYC
EBV LMP1 NFkB: reduces LMP1-driven NF-kappaB luciferase signal | AID 504558 | 350,000 compounds, 0.69% hits | inhibition, % at 12.5 µM | LMP1-induced NF-kappaB luciferase reporter cells, luminescence; in the data active = inhibition above about 41%; inconclusive = no clear call, values can overlap the other calls;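 also: 0% = neutral control wells and 100% = reference inhibitor control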
SRC1 inh: human NCOA1 inhibition | HEK293 GAL4-SRC1 luciferase reporter, luminescence | 360,000 compounds, 0.12% hits | AID 588354 | inhibition, % at 3.6 µM | Q15788;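 active = inhibition above the campaign mean plus 3 SD, with each screening campaign given its own cutoff, cut at about 60% in these data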;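 also: 0% = DMSO treated cells and 100% = gossypol at 36 µM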
TROY NFkB inh: inhibitors of TROY-dependent NF-kB signaling | 360,000 compounds, 0.98% hits | inhibition, % at 10 µM | AID 1347056 | Q293 LMP1-TROYcd NF-kB luciferase reporter, 4 h;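 active = compounds whose plate-normalised and pattern-corrected inhibition of the luciferase reporter signal at the single screening dose is 50% or more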
TRAIL sens C8: sensitizes caspase-8 expressing cells to TRAIL; NB7+C8 cells + TRAIL, ATPlite viability luminescence; inhibition (viability loss, TRAIL sensitization), % at 10 µM; 360,000 compounds, 1% hits;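 active = compounds causing at least 50% loss of cell viability in the single-dose screen, relative to plate controls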
LRH-1 inv ag: inverse agonists of human LRH-1 (NR5A2); O00482; HEK293T StAR-luciferase reporter, LRH-1 transfected, 24 h; inhibition, % at 3.6 µM; 360,000 compounds, 0.13% hits;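 active = inhibition above the mean inhibition of all tested compounds plus 3 SD, cut at about 73% in these data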;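 also: 0% = DMSO wells and 100% = reporter-only cells lacking LRH-1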
SRC2 inh: human SRC2 (NCOA2) inhibition; inhibition, % at 9 µM; Q15596; HEK293 GAL4-SRC2 luciferase reporter, luminescence; 370,000 compounds, 0.17% hits;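 active = inhibition above the mean inhibition of all tested compounds plus 3 SD, set per campaign, cut at about 52% in these data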;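 also: 0% = DMSO treated cells and 100% = cells given Gossypol at 36 µM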
CF NFkB block: blocks PAF-induced NF-kB reporter in cystic fibrosis cells; AID 588850; KKLEB NF-kB-GFP reporter, GFP fluorescence overnight; inhibition, % at 5 µM; 360,000 compounds, 0.86% hits;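 active = at least 50% inhibition at 5 µM, scaled per plate between neutral and stimulator controls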;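 also: PAF is a Pseudomonas aeruginosa culture filtrate used as stimulus; plate controls were PAF-stimulated DMSO wells for no effect and unstimulated DMSO wells for full effect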
NR2F2 inh: inhibitors of human COUP-TFII (NR2F2). P24468. HEK293T NGFI-A luciferase reporter, luminescence. inhibition, % at 8.6 µM. 370,000 compounds, 0.7% hits;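 active = inhibition above a per-plate cutoff, mean inhibition of test wells between control levels plus 3 SD, cut at about 38% in these data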;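 also: cells cotransfected with COUP-TFII expression vector driving the NGFI-A reporter; 0% = median of COUP-TF2 test wells and 100% = reporter-only cells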
* = called active by the depositor; ? = inconclusive; nt = not tested or not shown.

SMILES,KKLEB tox,TWEAK Fn14 block,NCOA3 inh,EBV LMP1 NFkB,SRC1 inh,TROY NFkB inh,TRAIL sens C8,LRH-1 inv ag,SRC2 inh,CF NFkB block,NR2F2 inh
COc1ccc(NC(=O)c2cc(-c3cccs3)on2)cc1,5,-31,-28,-14,0,-43,8,15,-6,-8,-12
COC(=O)CSc1nnc(-c2ccc(OC)c(OC)c2)o1,8,-41,7,-16,4,-12,-3,-1,-6,-7,-18
Cc1ccc([C@H]2C[C@H](n3cc(COC(=O)c4ccccc4)nn3)[C@@H](O)CN2CC2CCCCC2)cc1,1,4,0,8,13,-3,-16,7,6,-9,-5
S=c1[nH]nc(-c2ccc(Cl)cc2)n1-c1ccc2c(c1)OCCO2,9,-9,2,7,-34,-43,-8,22,20,-63,-13
COc1ccc(NC(=O)c2cc(-c3cccnc3)nc3ccc(C)cc23)cc1OC,-20,-9,10,3,-19,-25,11,-4,-16,-17,-13
Cc1cccn2c(/C=N/OCc3cccc(F)c3)c(-c3ccc(Cl)cc3)nc12,-2,12,7,-10,0,-4,0,10,-13,0,13
CCOC(=O)c1ccc2nc(C)c(CC)c(Cl)c2c1,3,-15,-5,-3,2,-42,5,3,-52,0,-5
Cc1coc2c1c(C)cc1oc(=O)c(CC(=O)N[C@@H](CC(C)C)C(=O)O)c(C)c12,-2,-14,13,-6,1,-3,-5,-14,-39,8,-3
O=C1C(Cl)=C(N2CCOCC2)C(=O)N1c1cccc(Cl)c1,-4,-3,0,-4,15,-6,-15,24,-6,-2,-18
COc1ccc(C(=O)/C=C/Nc2ccc(S(N)(=O)=O)cc2)cc1OC,6,-1,3,-12,-32,-11,-30,-11,32,-10,11
CC(=O)Nc1ccc(NC(=O)C(C)OC(=O)c2c(C)nn(-c3ccccc3)c2Cl)cc1 (centres undefined),-7,-19,-13,7,-11,-12,-3,-15,2,-18,-1
CCN1C(=O)N[C@@H](c2ccco2)C(C(C)=O)=C1C,3,-2,5,-3,-9,4,6,-14,-17,-1,-28
O=C(NC(=S)Nc1cc(S(=O)(=O)N2CCOCC2)ccc1O)c1ccco1,3,9,13,-1,-7,-27,1,8,-2,-6,26
O=C(O)c1cnc(-c2ccccc2)nc1Oc1ccc(Cl)cc1,7,-4,17,5,-1,-3,-2,-1,-22,-10,-1
CN(C(=O)CSc1nnc(-c2ccco2)n1N)C1CCCCC1,1,-3,16,-5,-8,-2,-4,5,-21,8,-15
Cc1ccccc1C(=O)NNC(=S)NC(=O)c1ccc(Cl)cc1Cl,-3,-22,-12,5,-1,-15,-6,-4,-15,12,7
COc1ccc(-c2csc(NC(=O)CN3C(=O)NC4(CCCC4)C3=O)n2)cc1OC,9,4,8,7,-10,5,-3,3,-12,4,-11
Cc1cnc(CN(C)Cc2c(C(=O)N3CCc4ccccc4C3)nc3ccc(Cl)cn23)[nH]1,5,-3,-3,9,-2,-6,-2,-2,13,-30,-18
Cc1cccc(CCNC(=O)c2cccc3c2C(=O)N(C2CCCCC2)C3)c1,3,-5,0,-7,-10,7,3,-2,7,-9,-4
O=C(Nc1ccccc1)c1cccc(N2C(=O)C3C4C=CC(C5CC45)C3C2=O)c1 (centres undefined),-8,12,24,11,-2,-9,-4,8,-15,6,12
C[C@@H]1CN([C@H](C)CO)C(=O)Cc2cc(NC(=O)CCC(F)(F)F)ccc2O[C@@H]1CN(C)C(=O)Nc1ccccc1,-2,-5,12,5,-11,-16,7,-11,-19,-11,2
O=C(NNC(=O)c1ccccc1F)c1ccc2[nH]c(=O)c(=O)[nH]c2c1,10,-12,-19,9,-14,-33,-1,-14,-14,-1,-6
CCC1CCCCN1C(=O)c1cc2c(=O)n3cccc(C)c3nc2s1 (centres undefined),6,-7,-6,-14,-84,-26,-2,-6,nt,10,nt
Cc1ccc2nc(N(CCCN(C)C)C(=O)c3cc(-c4cccs4)nc4ccccc34)sc2c1,-14,19,-12,2,-39,-11,35,-2,-3,33,3
COc1cc(OC)c(C2C(C#N)=C(C)NC(C)=C2C#N)c(C(=O)O)c1,14,0,9,6,-12,1,-8,-3,4,-8,-3
Cc1nn(CCCC(=O)Nc2cccnc2Cl)c(C)c1[N+](=O)[O-],8,-2,3,?,-28,-11,-9,-15,-19,-12,2
COc1cc(OC)cc(-n2nnnc2SCC(=O)NC2CCCC2)c1,-7,11,12,0,5,-1,-9,-5,8,-7,-2
CC1CCC(NC(=O)c2ccc3c(c2)OCO3)CC1 (centres undefined),4,54*,-63,17,-62,0,34,-69,-45,0,-52
COCCNC(=O)c1cn(C)c2ccccc2c1=O,2,10,-10,28,-7,11,4,8,-61,-9,8
CCOC(=O)COc1ccc(S(=O)(=O)NCc2cccnc2)cc1,0,8,26,-2,5,-28,12,14,6,1,1
Cc1ccc2cccc(S(=O)(=O)n3nc(C)cc3C)c2n1,-2,1,11,-2,8,3,4,1,2,3,-4
CC(=O)NCCc1ccc(S(=O)(=O)N2CCN(c3nc(-c4ccccc4)c(C)s3)CC2)cc1,3,-2,-3,1,-10,15,-5,-2,-3,2,11
COc1ccc(Cl)cc1NC(=O)CSc1nnc(Cn2c(=O)sc3ccccc32)n1C,0,-3,-13,4,-1,-1,-8,0,-22,0,-6
CCN(c1ccccc1)S(=O)(=O)c1ccc(OC)c(NC(=O)c2ccco2)c1,-13,-5,6,0,7,20,16,-7,-24,19,-3
Cc1ccc(-c2nc(CS(=O)(=O)CC(=O)Nc3cc(F)ccc3F)c(C)o2)cc1,0,3,-25,-3,4,8,2,-2,-7,4,-7
Cn1ncc2c(=O)[nH]nnc21,18,-5,-12,-11,-8,-6,5,7,-19,-9,0
O=C(O)CN1C(=O)COc2cc(S(=O)(=O)N3CCCC3)ccc21,-5,24,7,-5,2,-7,-2,2,-14,1,5
COc1ccc(NC(=O)C2CCOC2=O)cc1 (centres undefined),3,12,11,-10,-21,-9,7,10,-4,16,-3
Cc1ccc(NC(=O)Cn2cnc3c(=O)n(C)c(=O)n(C)c32)c(C)c1,-5,3,-4,4,-8,-13,-15,-26,-18,19,2
O=C(Nc1cccc(O)c1)c1ccc(Br)cc1,6,-1,-108,-18,-79,2,9,-124,-23,-2,-40
Cc1ccc(S(=O)(=O)NCC(=O)NC2CCCCCC2)cc1,-7,-21,21,-1,-8,16,-32,8,nt,12,nt
O=C1NC(Cc2ccccc2)C(=O)N1Cc1ccccc1 (centres undefined),10,10,16,2,-2,8,-17,-6,-23,-18,11
Cc1ccc(NC(=O)Cc2nn(C)c(=O)c3ccccc23)cc1F,-10,41,17,19,13,34,17,12,19,1,33
Cc1nn(-c2ccc([N+](=O)[O-])cc2)c2c1C(c1ccc(OC(F)F)cc1)N1C(=N2)C(=O)Nc2ccccc21 (centres undefined),-3,17,-10,-36,-19,30,13,-11,7,-18,5
Cc1ccc(-n2nc3c(c2NC(=O)c2ccc4c(c2)OCO4)CS(=O)(=O)C3)cc1C,8,-10,12,nt,-11,-3,-25,12,22,-11,10
CC(=O)Nc1ccc(-c2csc(NCc3ccccc3)n2)cc1,1,-14,-28,-17,-41,-5,-5,-62,-19,-4,-30
CC(C)NC(=O)C1CCN(C2CCN(C(=O)C3=CCCC3)CC2)CC1,23,34,-2,-3,-7,-7,0,4,-22,0,18
COC(c1ccccc1)c1nnc(CCC(=O)N2CCCCCCC2)o1 (centres undefined),30,14,6,4,-19,7,-11,-10,5,-24,-5
CCc1ccc(/C=C2\SC(=S)N(CCC(=O)N3CCN(C)CC3)C2=O)cc1,0,-9,21,-16,4,-54,5,7,14,22,18
O=C(c1ccco1)N1CCN(C(c2ccccn2)c2nnnn2C2CCCC2)CC1 (centres undefined),-2,-7,-3,-2,6,9,-21,1,14,0,-6

The results go on.
SMILES,KKLEB tox,TWEAK Fn14 block,NCOA3 inh,EBV LMP1 NFkB,SRC1 inh,TROY NFkB inh,TRAIL sens C8,LRH-1 inv ag,SRC2 inh,CF NFkB block,NR2F2 inh
CCOc1ccccc1NC(=O)c1cccnc1,5,-8,3,0,-10,24,-13,10,-7,4,-11
CNC(=O)CSc1nnnn1CCCOC,-6,-9,21,-4,-11,0,-5,5,-19,-10,10
Nc1ccccc1CCc1ccccc1N,-5,-18,3,-11,-6,11,-9,-5,-8,7,-10
COc1ccc2c(C#CCCO)c(-c3ccc(S(C)(=O)=O)cc3)sc2c1,-19,-27,-5,-60,-10,-44,17,29,-4,7,-10
Cc1ccc(NC(=O)COC(=O)Cc2csc(-c3cccc(F)c3)n2)cc1C,-5,-7,5,0,-10,-2,-9,11,-8,-14,4
CC1CCN(CC(=O)c2c[nH]c3ccccc23)CC1,-1,-7,-89,-2,1,-6,9,-2,-10,11,2
Cc1cc(NS(=O)(=O)c2ccc(NC(=O)CCCOc3ccc(Cl)cc3)cc2)no1,-15,-2,16,4,-7,2,-5,-14,-22,9,-11
Cn1ncc2c(NNC(=O)c3ccccc3Cl)ncnc21,5,-9,-7,-10,9,-2,6,-9,9,0,6
C/C(=C\C(=O)c1c(O)cc(C)oc1=O)N(C)C,2,-25,-6,-5,-4,-9,-4,-5,-10,2,19
Cc1onc(-c2c(Cl)cccc2Cl)c1C(=O)NCc1ccccn1,-6,-7,12,-9,-9,-13,-9,9,-12,0,-18
Cc1cc(=O)oc2cc(OC(C)C(=O)NCC3CCCO3)ccc12 (centres undefined),7,-2,-8,2,4,5,5,16,-16,3,7
O=S(=O)(c1cccc(F)c1)N1CCN(c2nc(-c3cccnc3)nc3ccccc23)CC1,-16,35,13,-7,-7,-8,27,11,5,-3,-13
CCOC(=O)C1=C(C)OC(N)=C(C#N)C1c1cc(OC)c2c(c1)OCO2 (centres undefined),6,-1,19,3,7,-3,20,-3,1,-2,0
C#CCSc1n[nH]c(-c2ccco2)n1,14,-1,-2,7,17,19,-10,-5,15,-16,-16
COc1ccccc1CN(C)C(C)C(=O)Nc1cccc(C(C)=O)c1 (centres undefined),-12,22,8,-4,-2,8,1,-4,21,13,-17
Nc1nnc(SCC(=O)NNC(=O)c2ccccc2F)s1,-6,17,-36,-11,-8,3,6,-27,-22,-25,-19
O=C(NCCc1ccc(Cl)cc1)c1ccc2nccnc2c1,-1,7,-71,-36,-71,-30,4,-97,-13,13,-44
COc1ccc(CN=C2Nc3ccccc3CS2)cc1,0,6,-69,-40,-82,-16,14,-85,-34,0,-35
CCN1C[C@@H]2[C@@H]3C(=O)N(Cc4ccccc4)C(=O)[C@@H]3[C@](Cc3ccccc3)(C1=O)N2C(=O)c1ccc(Br)cc1,3,11,-33,3,-23,-3,-14,18,-11,11,-3
O=S(=O)(Nc1ccccc1OC(F)F)c1ccc(S(=O)(=O)N2CCCC2)cc1,-9,4,-1,-2,1,8,-5,7,16,20,0
O=C(O)c1cc(S(=O)(=O)O)ccc1O,3,8,-10,7,-35,-13,11,-1,11,-8,12

Screening data deposited in PubChem BioAssay by several laboratories.

Compounds were not picked by outcome. Share with any hit: about 4.2%.
